ADAM17 inh – ADAM17 inhibition, QFRET primary screen; recombinant ADAM17, EDANS/DABCYL FRET peptide cleavage; 370,000 tested, 0.83% active; inhibition, % at 6.95 µM; P78536;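 active means inhibition above the mean of compounds lying between control limits plus 3 SD, set per campaign, cut at about 8.5% in these data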;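 further: 0% = DMSO-only wells as the low control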
ssDAF-12 act – activates DAF-12 receptor from parasite S. stercoralis; HEK293 ssDAF-12/GRIP1 lit1-tk-luc reporter, luminescence; % of 3 µM dafachronic acid response; activation, % at 6.8 µM; 370,000 tested, 1% active; AID 652126;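 active means activation above the mean over all tested compounds plus 3 SD, cut at about 0.9% in these data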;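 further: 0% = DMSO-only wells and 100% = 3 µM delta7-dafachronic acid wells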
hcDAF-12 act – activators of H. contortus DAF-12 nuclear receptor; HEK293 hcDAF-12 lit1-tk-luc reporter, luminescence; 0% DMSO, 100% Δ7-dafachronic acid; activation, % at 6.8 µM; 370,000 tested, 1.4% active; AID 652067;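 active means activation above the mean of all tested compounds plus 3 SD, cut at about 5.5% in these data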;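 further: 100% = response to 3 µM Δ7-dafachronic acid high control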
Rev-erbA mod – Rev-erb alpha (human) modulation. Rev-erbα–FITC-DNA binding, fluorescence polarization, 90 min. activity, % at 10 µM. 370,000 tested, 0.79% active. P20393;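 active means activity above about 14%, limit read from the data; passing the limit was not always enough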;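 further: 0% = DMSO wells with 35 nM protein and 100% = DMSO wells with 750 nM protein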
MBD2 DNA inh – blocks human MBD2 binding to methylated DNA; TR-FRET, MBD2 binding to methylated oligonucleotide; inhibition, % at 4.4 µM; Q9UBB5; 370,000 tested, 0.31% active; AID 686964; in the data active means inhibition above about 13%
Target sequence (Q9UBB5 whole entry, looked up): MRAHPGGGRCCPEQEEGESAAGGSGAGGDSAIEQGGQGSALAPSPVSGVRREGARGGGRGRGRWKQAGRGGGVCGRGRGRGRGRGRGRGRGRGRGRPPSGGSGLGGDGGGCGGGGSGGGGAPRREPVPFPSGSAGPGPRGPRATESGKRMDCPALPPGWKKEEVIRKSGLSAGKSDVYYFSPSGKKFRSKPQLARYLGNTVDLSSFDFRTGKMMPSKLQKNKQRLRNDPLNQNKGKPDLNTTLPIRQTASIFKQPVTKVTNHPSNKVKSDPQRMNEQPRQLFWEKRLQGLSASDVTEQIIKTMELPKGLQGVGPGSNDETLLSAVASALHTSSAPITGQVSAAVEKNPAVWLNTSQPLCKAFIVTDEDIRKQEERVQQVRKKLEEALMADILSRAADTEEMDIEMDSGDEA
PLC-beta3 inh – PLC-beta3 (human) inhibition, primary screen; Q01970; 370,000 tested, 0.18% active; Purified PLC-beta3, fluorogenic substrate, fluorescence; inhibition, % at 12.2 µM; AID 720704; in the data active means inhibition above about 11%;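 further: 0% = median of compound wells on plate and 100% = full blocker control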
PLCg1 inh – PLC-gamma1 (human) inhibition, primary screen; P19174; purified PLC-gamma1, fluorogenic substrate, fluorescence; inhibition, % at 12.2 µM; 370,000 tested, 0.84% active; in the data active means inhibition above about 9.5%
DAX1 inh-1 – blocks DAX1 repression of SF-1 activated StAR promoter; HEK293T StAR-luciferase reporter, SF-1/DAX-1 repression relief; inhibition, % at 6.8 µM; 370,000 tested, 1.1% active; AID 652010;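 active means inhibition above the mean over all tested compounds plus 3 SD, cut at about 3.6% in these data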;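 further: 0% = DAX-1 cells with DMSO and 100% = cells lacking DAX-1 with DMSO; higher inhibition means more luminescence from relief of DAX-1 repression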
SMARCA2 act – activators of SMARCA2 function; AID 652017; MG213 cells, MMTV-luciferase reporter, dexamethasone, overnight; activation, % at 9.1 µM; 370,000 tested, 1% active; in the data active means activation above about 7.8%;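 further: 0% = vehicle wells and 100% = reference activator wells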
hgDAF-12 ag – activates the H. glycines DAF-12 receptor ligand-binding domain; AID 687014; 370,000 tested, 1.8% active; activation, % at 6.8 µM; HEK293 GAL4-hgDAF12 UAS-luciferase reporter, agonist luminescence; normalized to butyrate control;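 active means activation above a cutoff set at the mean of all screened compounds plus 3 SD, cut at about 10% in these data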;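 further: 0% = DMSO wells and 100% = sodium butyrate wells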
DAX1 inh-2 – NR0B1 (DAX1) inhibition; P51843; HEK293 Gal4-DAX1 luciferase reporter, luminescence; inhibition, % at 6.75 µM; 340,000 tested, 0.99% active; AID 504766;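 active means inhibition above the mean over all tested compounds plus 3 SD, cut at about 4.2% in these data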;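 further: 0% = DAX1-transfected cells with DMSO and 100% = empty-vector control cells with DMSO; inhibition shows as a rise in luminescence from relieved DAX1 repression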
Target sequence (P51843 207-470 limits assumed): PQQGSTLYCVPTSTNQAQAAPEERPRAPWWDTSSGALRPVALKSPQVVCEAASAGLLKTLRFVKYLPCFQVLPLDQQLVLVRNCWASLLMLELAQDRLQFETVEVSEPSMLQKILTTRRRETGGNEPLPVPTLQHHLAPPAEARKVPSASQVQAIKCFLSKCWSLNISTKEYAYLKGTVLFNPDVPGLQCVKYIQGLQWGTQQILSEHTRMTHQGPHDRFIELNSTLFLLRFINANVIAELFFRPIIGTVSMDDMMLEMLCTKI
* hit, by the source's call; · = no result given; & = joins results of further samples.

SMILES	ADAM17 inh	ssDAF-12 act	hcDAF-12 act	Rev-erbA mod	MBD2 DNA inh	PLC-beta3 inh	PLCg1 inh	DAX1 inh-1	SMARCA2 act	hgDAF-12 ag	DAX1 inh-2
CSc1nc2ccc(NC(=O)c3cc4ccccc4o3)cc2s1	-1.7	-0.1	1.8	9.9	1.9	-36.0	-31.2	2.5	6.5	12.0*	3.3
Cn1nc(C(C)(C)C)cc1N1C(=O)CCC1(C)C(=O)NC1CCCCC1 (centres undefined)	-0.3	-0.4	-0.6	-0.6	-5.3	4.0	1.1	-1.0	-0.9	1.7	·
Cc1ccc(N2C(=O)C(NC(=O)c3ccccc3F)(C(F)(F)F)C3=C2CC(C)(C)CC3=O)cc1 (centres undefined)	0.2	-1.8	-1.3	-6.9	3.4	-0.4	1.6	0.4	0.5	1.0	-1.1
CCOC(=O)N1CCN(S(=O)(=O)c2cc(OCC)ccc2OCC)CC1	2.8	-0.6	-1.1	-2.6	2.6	6.7	0.9	-0.2	0.7	-0.5	1.2
O=C1C=C(c2c(O)ccc3ccccc23)c2ccccc2C1=O	4.2	-2.0	-5.2	8.2	-2.3	-15.9	-7.3	-5.3	-11.6	-9.8	-5.1
CCOc1ccc(C(C(=O)NCC2CCCO2)N(C(=O)c2snc(C(N)=O)c2N)c2ccc(F)cc2)cc1 (centres undefined)	-36.0	-1.4	-2.8	1.4	2.8	-56.1	-37.2	-0.1	-1.7	2.1	-0.7
Cc1cc(NC(=O)c2ccc(Cl)c(S(=O)(=O)N3CCCCC3)c2)no1	-4.8	-0.6	-1.2	-1.9	4.7	-8.3	-0.3	-1.5	-0.5	-0.5	-1.6
Cc1ccc(NC(=O)CN2C(=O)S/C(=C\c3ccc(-c4cccc(C(=O)O)c4C)o3)C2=O)cc1C	-1.1	-0.9	1.2	-2.1	7.8	-23.1	-16.3	0.3	-1.5	-3.3	-0.9
Cc1ccc(N=C(N)N=C(N)N)c(C)c1	-5.1	-1.7	-1.8	7.2	1.6	-8.3	2.0	0.4	-2.9	-0.6	3.2
CCOc1cc(/C=C2\SC(=O)N(c3ccc(O)cc3)C2=O)ccc1O	-4.9	-2.0	-1.7	4.5	2.0	-120.9	-83.3	-1.2	0.8	-0.5	0.2
CC(C)C1Oc2ccccc2N(CC(=O)N(Cc2ccccn2)CC2CCCO2)C1=O (centres undefined)	1.4	-1.8	-0.7	-4.8	-4.7	6.3	0.6	-0.3	-2.1	-1.3	-1.2
CC(=O)N1C(O)CC(C)N1c1ccccc1 (centres undefined)	-1.5	-0.6	-2.6	3.3	0.5	4.6	0.9	-0.1	-0.7	-0.9	-0.8
Cn1c(=O)c2c(nc(CN3CCN(CCO)CC3)n2Cc2cccc3ccccc23)n(C)c1=O	-2.8	-0.6	-0.5	0.7	6.5	2.0	0.0	-0.8	-4.4	-4.4	-0.8
Cc1ccn2c(=O)nc(SCC(=O)OCc3ccccc3)nc2c1	-4.2	-1.4	-0.7	4.2	0.6	-11.9	3.2	0.7	-1.6	-2.5	-1.1
Cc1cccc(NC(=S)N/N=C/c2cccc(O)c2)c1C	2.5	-2.1	-2.0	-2.0	5.0	-12.1	-2.6	-2.4	-2.8	2.2	-2.9
CC1(C(=O)NC2CCN(Cc3ccccc3)CC2)CCN1Cc1ccc2ccccc2c1 (centres undefined)	1.8	-1.5	0.4	-5.5	-3.5	2.1	1.3	-0.6	-3.4	-2.9	·
COc1ccc(C(=O)ON=C(C)c2nccs2)cc1	-1.8	-1.1	1.8	-1.4	-2.2	1.1	-1.0	3.5	2.2	-0.1	·
Cc1cccc(/C=C2/Sc3ccc(C(=O)NCCN4CCCC4)cc3NC2=O)c1	-2.7	-0.8	-2.6	0.1	1.0	-78.8	-85.8	0.1	1.9	-2.9	0.6
COC(=O)c1c(-c2ccc(C)cc2)csc1NC(=S)NC(=O)c1cc(OC)cc(OC)c1	-2.2	-0.9	-1.1	5.7	-3.2	1.9	2.8	0.8	3.0	2.2	-0.6
CCc1cc[n+](C(C(=S)Nc2cccc(C)c2)=C([O-])c2ccc(C)c([N+](=O)[O-])c2)cc1	-6.4	-0.6	2.5	2.0	-0.4	-7.6	-0.5	1.6	0.1	2.9	-0.3
COc1cccc(-c2cnc3c(NC(C)=O)cc(-c4cccc(NC(C)=O)c4)cn23)c1	-18.5	-1.6	-2.2	0.9	-2.4	-39.3	-31.8	-1.4	-1.2	-4.1	·
CC1=C(C(=O)N(C(C)C)C(C)C)CC(CC(=O)NCCCN(C)C)C(=O)N1Cc1ccc(C(C)(C)C)cc1 (centres undefined)	0.0	-1.5	-1.9	-8.1	1.8	3.8	5.0	-0.1	2.2	-0.7	·
Cc1cccc(CNC(=O)C2CCC(=O)N(CCc3cccc(F)c3)C2)n1 (centres undefined)	-3.4	-0.5	-0.3	1.9	0.2	-7.4	-0.3	-0.3	-1.4	-1.6	0.2
COC(=O)c1ccc(NC(=S)NC2CC(C)(C)NC(C)(C)C2)cc1	-4.9	-1.1	-1.5	-2.7	4.9	-1.2	1.1	-0.5	-1.8	-1.8	-0.8

An excerpt of these results, as labelled records:
CCOc1ccc(C(C(=O)NCC2CCCO2)N(C(=O)c2snc(C(N)=O)c2N)c2ccc(F)cc2)cc1 (centres undefined)
- ADAM17 inh: -36.0
- ssDAF-12 act: -1.4
- hcDAF-12 act: -2.8
- Rev-erbA mod: 1.4
- MBD2 DNA inh: 2.8
- PLC-beta3 inh: -56.1
- PLCg1 inh: -37.2
- DAX1 inh-1: -0.1
- SMARCA2 act: -1.7
- hgDAF-12 ag: 2.1
- DAX1 inh-2: -0.7

COC(=O)c1ccc(NC(=S)NC2CC(C)(C)NC(C)(C)C2)cc1
- ADAM17 inh: -4.9
- ssDAF-12 act: -1.1
- hcDAF-12 act: -1.5
- Rev-erbA mod: -2.7
- MBD2 DNA inh: 4.9
- PLC-beta3 inh: -1.2
- PLCg1 inh: 1.1
- DAX1 inh-1: -0.5
- SMARCA2 act: -1.8
- hgDAF-12 ag: -1.8
- DAX1 inh-2: -0.8

(continued)
SMILES	ADAM17 inh	ssDAF-12 act	hcDAF-12 act	Rev-erbA mod	MBD2 DNA inh	PLC-beta3 inh	PLCg1 inh	DAX1 inh-1	SMARCA2 act	hgDAF-12 ag	DAX1 inh-2
Cc1ccc(C(C)NC(=O)c2cc3ccccc3oc2=O)cc1C (centres undefined)	-1.3	-0.4	0.1	-5.2	0.4	-1.0	3.4	-0.3	-0.5	-0.8	1.0
CCOC(=O)[C@]12CCCC=C1N(CCCOC)C(=O)[C@@H]2CC(=O)N1CCN(C(=O)c2ccco2)CC1	-4.7	-0.8	1.3	-0.5	-5.3	-0.1	-0.5	-0.5	-2.4	-0.5	·
Cc1nc(N2CCN(C)CC2)c2sc(=S)n(-c3ccccc3)c2n1	1.9	-0.9	0.3	-1.6	1.2	3.1	0.7	-1.2	-1.2	0.6	1.6
Cc1ccc(C)c(C(=O)CSc2n[nH]c(C)n2)c1	0.3	-1.4	-1.8	-3.2	4.9	5.3	4.8	0.7	-0.8	0.3	0.1
Cc1ccc(NC(=O)C(=O)NCCOc2ccc(Cl)cc2)c(C)c1	-1.7	-1.3	-2.7	-6.4	1.4	1.4	-0.4	-0.7	-0.9	-1.0	-0.3
CCOC(=O)C1(C)C=C(Nc2ccc(OC)cc2)C(=O)N1c1ccc(OC)cc1 (centres undefined)	2.9	-0.4	0.0	-4.7	-5.8	-0.6	-1.2	0.1	-0.8	0.5	0.2
C=CCC(C#Cc1ccccc1)[N+](C)(C)CC=C (centres undefined)	-1.7	-1.4	-1.2	0.2	0.4	-0.4	-0.9	-0.6	-0.2	2.2	0.1
S=c1nc(-c2ccc(Br)cc2)oc2c1CCCC2	-5.4	-0.2	4.5	3.1	0.2	-4.4	0.1	-0.3	-0.3	0.3	1.0
O=C(c1ccc(F)cc1)C1CCN(C(=O)Nc2ccc(F)cc2)CC1	-1.3	-1.5	-2.8	-0.4	2.5	-29.9	2.2	-1.5	-1.2	-3.4	-0.8
O=C(NCCN1CCOCC1)c1ccc(/C=C2\Sc3ccccc3N(Cc3ccccc3F)C2=O)cc1	4.5	-1.4	-2.3	4.7	-5.7	-398.3	-260.6	-2.2	-2.0	-5.1	-0.7
CCN1CCN(Cc2ccc(NC(=O)Nc3cccs3)cc2)CC1	-3.9	-0.3	4.1	-5.0	-0.3	1.3	-1.5	1.6	5.5	10.1	1.4
COC(=O)[C@H](Cc1ccccc1)N1CC=CS1(=O)=O	-5.5	-0.6	-0.9	10.2	-0.2	0.2	0.4	0.3	7.0	0.3	·
Nc1c(Cl)ncnc1N1CCOCC1	-1.8	-0.9	0.1	-3.2	5.5	-2.9	-0.6	0.2	-3.5	-1.7	-1.4
COc1ccc(-n2nc3c(c2NC(=O)COc2ccccc2F)CS(=O)(=O)C3)cc1	-1.6	-1.4	1.6	-0.5	-1.7	-3.2	-2.0	-0.4	-0.5	3.4	-0.5
COc1ccc(OC)c(NC(=O)NCCc2c[nH]c3ccccc23)c1	-2.1	-1.4	-1.9	-0.2	4.7	-1.4	12.4*	-0.3	-1.9	0.8	-0.5
CCOC(=O)C1=CN(Cc2cccc(-c3ccc(F)cc3)c2)S(=O)(=O)N(C)C1C (centres undefined)	-2.6	-0.7	-0.7	4.6	5.2	-1.4	0.4	-1.0	-5.7	0.1	0.9
CC(C)OCCCNS(=O)(=O)c1ccc2ccccc2c1	-2.5	-0.9	-0.2	-8.3	4.4	-2.8	1.4	0.7	-0.6	-1.1	0.7
COc1ccc(C(=O)CSc2nnc(CNC(=O)c3ccccc3)n2C)cc1	-2.4	-0.2	0.2	1.9	0.0	-6.6	-0.2	-2.3	-2.5	0.9	-0.2
CCC(C(=O)N1CCCCCC1)n1nc(C)n2c(cc3occc32)c1=O (centres undefined)	-1.8	-1.1	-0.3	5.0	-2.0	-9.8	6.9	0.3	-2.3	0.5	0.6
Cc1nnc(NC(=O)CSc2ccc3nnc(-c4ccccn4)n3n2)s1	-11.9	-0.7	-0.1	-2.2	-0.8	-22.4	-22.9	0.5	0.2	-2.3	1.9
Cc1ccc(Cc2nc3ccccc3[nH]2)cc1	-2.6	-0.8	1.4	-0.4	-5.4	4.5	3.1	0.2	3.0	1.1	0.6
CN(C(=O)COC(=O)/C=C/c1cccc([N+](=O)[O-])c1)C1CCS(=O)(=O)C1 (centres undefined)	-3.3	-2.5	-2.2	0.7	-7.2	-3.0	-0.9	-1.5	-2.9	1.8	0.2
COc1ccc(C(=O)NC2CCN(C(=S)Nc3ccc(C)c(C)c3)CC2)cc1	-0.2	-1.0	-1.6	6.7	-0.1	5.0	-0.4	-0.5	-2.1	-1.0	0.0
CCOc1ccc(C(=O)Nc2ccc(-c3cc4ccccc4oc3=O)c(C)c2)cc1[N+](=O)[O-]	0.8	-0.7	1.2	-6.0	0.1	2.2	2.6	0.0	1.8	0.3	0.7
CC(=O)Nc1ccc(Oc2cc(N)cc([N+](=O)[O-])c2)cc1	-0.1	-1.6	-0.7	-1.2	2.6	-3.3	-0.6	0.1	-3.2	1.6	1.2
Cc1onc(-c2ccccc2)c1C(=O)Nc1ccccc1C#N	-2.0&-1.9	-0.8&-1.5	-1.5&-1.1	8.2&-8.5	4.9&-1.6	-1.1&1.9	0.0&0.0	0.4&-0.6	1.7&-0.5	3.0&-1.1	0.7&1.3
CC(C)CNC(=O)C(=O)NCCC1CCCCN1S(=O)(=O)c1cccs1 (centres undefined)	-3.5	-1.2	-1.2	-3.6	8.6	-7.7	0.4	-0.9	-1.3	-1.0	1.7
